# Screens deposited in PubChem BioAssay by National Center for Advancing Translational Sciences (NCATS).
# PKM2 activator = increases activity of human pyruvate kinase M2. P14618. purified PKM2, Kinase-Glo ATP luminescence, activation; response scale: 0% is enzyme alone, no compound. Potency, µM (series often up to 57.5 µM), for inactives: at the highest dose activation, hits mostly activators. 260,000 compounds, 0.34% hits. AID 1631; note: potency is the fitted concentration of half-maximal effect; % is set by controls: 0 for no effect and ±100 for the full control effect; nearly all actives have a fitted effect of over 55% in size
#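 ATP formation by purified human PK-M2, quantified via coupled luciferase luminescence after 1 h at room temperature with 0.1 mM ADP and 0.5 mM PEP final.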
# PTAP TSG101 blk = blocks PTAP/TSG101 interaction to inhibit HIV-1 budding. Q99816. Fluorescence polarization, FITC-PTAP peptide / Tsg101 binding. Potency, µM (top dose mostly 115 µM), for inactives: at the top dose activity change, negative = inhibition, usual class: inhibitors. 340,000 tested, under 10 active. AID 493005; active = well fitted inhibition curve with a large enough effect in the main read-out, with a control signal flat, not every such curve was filed as active; inconclusive = small, poorly fitted or top-dose-only effect, or effect the other way, or a change in a side signal; inactive = no such curve, though single readings can be large or run the other way; note: potency is the fitted concentration of half-maximal effect; % of control where 0% means no effect
#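 Steps: Tsg101 binding domain dispensed (10 uM final), compounds pinned in DMSO, FITC-labeled PTAP-motif peptide added (50 nM final); after 20 min binding at room temperature, polarization measured.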
# Chronic BCR inh = inhibitors of chronic active B-cell receptor signaling | ABC-DLBCL IkBa-CBG/CBR reporter, luminescence ratio, 4 h | Potency, µM (top dose mostly 46.1 µM), for the others: top-dose ratio change, negative = lower green/red ratio, most hits filed as inhibitors | 340,000 compounds, 0.05% hits; active = well fitted inhibition curve with a large enough effect in the signal ratio, with a control signal flat, not every such curve was filed as active; inconclusive = small, poorly fitted or top-dose-only effect, or effect the other way, or a change in a side signal; the % refers to the signal ratio;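 note: potency is the fitted concentration of half-maximal effect; plate controls were basal doxycycline-induced cells for no effect and cells given 10 µM MG132 for full effect; MG132 reads +100%, hits lower the ratio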
#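 Doxycycline induced both beetle luciferases in TMD8 lymphoma cells; IKK-driven degradation limits the IkappaBalpha-fused green signal, while red luminescence normalises for cell number and nonspecific effects. Compounds tested up to 46 uM, 4 hrs.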
# Menin MLL FP TR = displaces Texas Red mutant MLL peptide from human menin | Menin + Texas Red MLL mutant peptide, fluorescence polarization | 270,000 compounds, 0.23% hits | O00255 | Potency, µM (highest dose often 61.6 µM), inactives show top-dose FP activity change, negative = inhibition, hits mostly inhibitors; active = well fitted inhibition curve with a large enough effect in the polarisation, with a control signal flat, not every such curve was filed as active; inconclusive = small, poorly fitted or top-dose-only effect, or effect the other way, or a change in a side signal; inactive = no such curve, though single readings can be large or run the other way; the % refers to the polarisation; note: potency is the fitted concentration of half-maximal effect; % of control where 0% means no effect; many of its hits are not listed in these tables
# B2AR arrestin = recruits beta-arrestin to the human beta2-adrenergic receptor; beta-arrestin recruitment to beta2AR, cell-based reporter; Potency, µM (series often up to 46.1 µM), for inactives: at the top dose activation, hits mostly activators; 330,000 compounds, 0.02% hits; AID 492947;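 note: potency is the fitted concentration of half-maximal effect; 0% = DMSO controls and full agonism = EC100 isoproterenol or metaproterenol; nearly all actives have a fitted effect of over 65% in size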
# Tb PFK inh = T. brucei PFK enzyme inhibition; AID 485367; Potency, µM (titrated, usually from 57.5 µM), without a hit: at the top dose activity, negative = inhibition, usual class: inhibitors; 330,000 compounds, 0.17% hits; T. brucei PFK, ADP-Glo luminescence;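 note: potency is the fitted concentration of half-maximal effect; 0% = uninhibited 1x PFK enzyme wells and -100% = no-enzyme wells; nearly all actives have a fitted effect of over 60% in size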
# Target sequence (O15648 whole entry, looked up): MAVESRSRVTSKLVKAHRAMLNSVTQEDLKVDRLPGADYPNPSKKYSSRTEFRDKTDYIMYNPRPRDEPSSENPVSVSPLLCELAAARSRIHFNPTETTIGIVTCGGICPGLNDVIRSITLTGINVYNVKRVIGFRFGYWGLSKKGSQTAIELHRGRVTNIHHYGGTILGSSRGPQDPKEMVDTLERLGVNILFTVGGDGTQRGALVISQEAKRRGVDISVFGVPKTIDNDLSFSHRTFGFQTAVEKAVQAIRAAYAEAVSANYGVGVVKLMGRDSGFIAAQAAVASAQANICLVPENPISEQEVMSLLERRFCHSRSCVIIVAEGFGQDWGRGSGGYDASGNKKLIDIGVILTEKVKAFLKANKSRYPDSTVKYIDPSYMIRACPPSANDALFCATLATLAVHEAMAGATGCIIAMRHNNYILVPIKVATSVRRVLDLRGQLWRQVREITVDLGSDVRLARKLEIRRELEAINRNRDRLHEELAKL
#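 Compounds were pin-transferred as a titration series up to 57 uM into substrate buffer (0.5 mM F6P, 0.1 mM ATP, pH 8.0), then 1.25 nM PFK was added and reactions ran 45 min before ADP-Glo detection.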
# GALK inhibitor = inhibitors of human galactokinase; AID 1868; Purified GALK, Kinase-Glo residual ATP luminescence; 270,000 compounds, 0.007% hits; Potency, µM (highest dose often 57.5 µM), for inactives: at the highest dose activity change, negative = inhibition, hits mostly inhibitors; P51570; note: potency is the fitted concentration of half-maximal effect; % is set by controls: 0 for no effect and ±100 for the full control effect
#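 Human GALK (5 nM) with 35 uM ATP and 100 uM galactose in 20 mM HEPES pH 8.0, 5 mM MgCl2, 60 mM NaCl, 1 mM DTT, 0.01% BSA. After 1 h at room temperature, leftover ATP was read by Kinase-Glo Plus luminescence.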
# S-ASM inh = blocks human secretory acid sphingomyelinase; 340,000 compounds, 0.006% hits; AID 504937; Potency, µM (top dose mostly 57.5 µM), inactives show at the top dose activity change, negative = inhibition, most hits filed as inhibitors; placental ASM, HMU-PC fluorogenic substrate, 60 min; note: potency is the fitted concentration of half-maximal effect
# Target sequence (P17405 47-631 limits assumed): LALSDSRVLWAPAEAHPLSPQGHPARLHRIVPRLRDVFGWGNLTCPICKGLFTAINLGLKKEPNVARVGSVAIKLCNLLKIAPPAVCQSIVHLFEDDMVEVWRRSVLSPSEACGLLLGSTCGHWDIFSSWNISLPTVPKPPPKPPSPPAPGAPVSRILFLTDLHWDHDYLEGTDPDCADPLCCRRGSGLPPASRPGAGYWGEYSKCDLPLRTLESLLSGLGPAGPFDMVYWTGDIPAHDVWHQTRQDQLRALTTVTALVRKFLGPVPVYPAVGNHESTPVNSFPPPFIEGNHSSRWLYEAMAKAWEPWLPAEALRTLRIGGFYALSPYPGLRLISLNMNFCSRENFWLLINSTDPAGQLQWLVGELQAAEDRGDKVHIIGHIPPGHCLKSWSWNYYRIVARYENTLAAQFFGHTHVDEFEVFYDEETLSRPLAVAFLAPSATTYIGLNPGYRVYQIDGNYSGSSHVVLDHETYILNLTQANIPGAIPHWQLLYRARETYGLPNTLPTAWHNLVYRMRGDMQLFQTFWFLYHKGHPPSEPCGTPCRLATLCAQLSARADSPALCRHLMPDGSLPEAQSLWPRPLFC
#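 HMU-PC0 cleavage (9 uM final) by human placental ASM, 60 min at 37 °C following 10 min compound exposure at RT; stopped at pH 10, fluorescence Ex 386/Em 447 nm.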
# Coupling enz = coupling enzyme interference in Giardia aldolase counter-screen; 290,000 compounds, 0.67% hits; coupling enzyme system counterscreen, AmpLite Red fluorescence; activity change, negative = inhibition, % at 58.2 µM, hits read low; in the data active = activity change below about -30%; note: % is set by controls: 0 for no effect and ±100 for the full control effect
#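 Compounds tested against the coupling enzymes alone at 57.5 uM final; readout was AmpLite Red fluorescence (525/598 nm) after 20 min at RT.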
# a7 integrin act = activates integrin-mediated alleviation for muscular dystrophy; Potency, µM (titrated, usually from 38.3 µM), for inactives: at the top dose activation, actives largely listed as activators; 350,000 compounds, 0.064% hits; alpha7betagal myoblasts, beta-gal FDG fluorescence, 48 h;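 note: potency is the fitted concentration of half-maximal effect; 100% = response of the positive control SU9516; nearly all actives have a fitted effect of over 60% in size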
#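 Alpha7betagal+/- myoblasts (passage 13) were plated 16-24 hr, then exposed to compounds (1:260 dilution of DMSO stock) for 48 hours at 37C. After MPER lysis, β-galactosidase reporter activity was read as FDG fluorescence (ex 480/em 540) after 30 minutes.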
# Giardia kill = kills Giardia lamblia; activity change, % at 7.66 µM, hits read low; 340,000 compounds, 0.15% hits; Giardia lamblia trophozoite viability; in the data active = activity change below about -80%; inconclusive = between about -30% and that limit;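 note: parasites exposed to compound for two days anaerobically before the ATP read; % is set by controls: 0 for no effect and ±100 for the full control effect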
#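 ATP-content bioluminescence gauges trophozoite survival. Cells (100/well) receive compound and incubate anaerobically for 48 hrs at 37 deg C; detection reagent follows for 15-30 min at room temperature.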
# An asterisk follows results filed as active; ? = inconclusive; / = not tested or not shown; & = joins results of further samples; [ ] = another dose, or the depositor's remark. Unless noted, calls come from the whole dose curve; as a rule, active = well fitted curve in the direction sought with a large enough effect; inconclusive = small, poorly fitted or top-dose-only effect, or another doubt; inactive = no such curve, though single readings can be large; an effect the other way counts as inactive or inconclusive. This is a subset; rates above refer to the full screens.
SMILES,PKM2 activator,PTAP TSG101 blk,Chronic BCR inh,Menin MLL FP TR,B2AR arrestin,Tb PFK inh,GALK inhibitor,S-ASM inh,Coupling enz,a7 integrin act,Giardia kill
O=C(NCC(c1ccco1)N1CCN(c2ccccc2F)CC1)c1ccc2c(c1)OCO2 (centres undefined),/,-4%,0%,/,0.0%,4%,/,/,/,-27%,12
O=S(=O)(c1ccc(Br)s1)N1CCN(Cc2ccc3c(c2)OCO3)CC1,0%,0%,9%,-5%,-0.6%,5%,0%,-1%,-2,-17%,-2
Cn1ccsc1=NC(=O)c1ccc(Cl)cc1,2%,-3%,2%,6%,3.5%,1%,-1%,3%,-1,-8%,-4
COC(=O)[C@@]1(Cc2ccc(F)cc2)[C@H]2c3cc(C(=O)N4CCCC4)n(CCCNc4ncc(C(F)(F)F)cc4Cl)c3C[C@H]2CN1C(=O)c1ccccc1,-2%&-2%,-4%,?,-14%&-2%,-0.9%,1%,/,0%,-6&-5,-5%,-4
CCCCc1nnc(NC(=O)c2ccc3[nH]c(=O)c(=O)[nH]c3c2)s1,/,-5%,4%,8%,-0.3%,-6%,-9%,-3%,0,3%,-3
COc1ccc(SC[C@H](Cc2ccccc2)N2CC[C@@H](C)CCC2=O)cc1,/,1%,-1%,/,-0.1%,6%,/,-6%,/,-2%,3
CCc1ccccc1NC(=O)C1=CC(c2cccs2)=NS(=O)(=O)N1C,1%,-1%,?,?,0.4%,0%,/,0%,-1,-16%,2
c1ccc2c(c1)nc(NCC1CCCO1)c1nnnn12 (centres undefined),-2%,-11%,?,-10%,0.0%,2%,-1%,4%,2,-2%,-7
Clc1ccccc1CSc1ncn(-c2ccccc2)n1,0%,-2%,-25%,17%,-0.5%,4%,0%,-6%,-3,33%[7.66 µM],-11
COc1ccc(C(=O)CSc2nnc(CNc3ccc(C)cc3C)o2)cc1,6%,0%,6%,1%,-0.3%,-6%,0%,-2%,3,37%,-3
COc1ccc(Cn2c(SCc3ccc(C)cc3)nc3cc(OC)c(OC)cc3c2=N)cc1Cl,-6%,0%,-2%,?,0.0%,8%,1%,?,-7,-52%[inhibitor],5
CCOC(=O)c1ccc(CN(Cc2ccccc2)S(=O)(=O)c2cccc([N+](=O)[O-])c2)cc1,-4%,-1%,3%,7%,-0.1%,-2%,0%,-4%,3,-2%,-16
COc1ccc(-c2nnc(SCC(=O)NCc3ccco3)n2C)cc1,11%,-7%,0%,-10%,0.0%,1%,-3%,-1%,-3,2%,4
ClC(/C=N/n1cnnc1)=C/c1ccccc1,4%,0%,?,/,1.8%,-1%,-2%,-2%,2,-47%[inhibitor],-8
COc1ccc(OCC(O)Cn2cnc(-c3ccc(Br)cc3)c2)cc1 (centres undefined),-6%,-2%,?,32%[activator],-0.1%,-3%,0%,?,0,-7%,11
O=C(Cn1cnc2cc([N+](=O)[O-])ccc2c1=O)NC(=O)NCc1ccccc1,2%,-3%,0%,/,0.4%,0%,6%,5%,-8,-21%,9
NC(=O)CSCc1nc2ccccc2s1,-12%,1%,23%,?,-0.3%,-4%,0%,0%,-1,-7%,-12
COc1cc(C(=S)N2CCC(C)CC2)ccc1O,-4%,-2%,?,-10%,0.0%,-8%,0%,-3%,3,-21%,9
S=C(NCc1ccco1)N1CCN(c2nc(-c3ccccc3)cs2)CC1,1%,-3%,13%,?,0.2%,-4%,8%,-19%,3,-20%,-6
CCCCSc1nc(C)cc(SCC(=O)N/N=C/c2ccccc2)n1,6%,0%,?,4%,0.2%,-1%,-3%,-3%,-5,-15%,-6
COc1ccc(OC)c(CNc2ccc3c(c2)CCC3)c1,-6%,0%,?,-6%,-1.0%,0%,-2%,7%,0,-13%,4
CC(CNCc1ccc2c(c1)OCO2)NCc1ccc2c(c1)OCO2 (centres undefined),-1%,0%,1%,-8%,-0.5%,0%,2%,0%,3,-22%,5
Cc1ccc(-c2cnc(C3CC3)o2)cc1S(=O)(=O)Nc1ccccc1,/,2%,?,/,-0.2%,-10%,-6%,-3%,/,0%,-13
COc1cc(C(=O)OCC(=O)NC23CC4CC(CC(C4)C2)C3)cc(OC)c1OC,/,-11%,?,/,-0.2%,-1%,/,4%,/,-20%,-7
CSc1nnc(-c2cc(-c3ccc(C)cc3)nc3ccccc23)o1,-19%,-10%,?,7%,0.0%,-6%,0%,2%,-4,-37%,4
CCOc1ccc(S(=O)(=O)NCC2(N3CCCCC3)CCCCC2)cc1,/,-1%,-18%,/,-0.3%,-4%,/,-1%,/,5%,9
Cc1ccc(C2=NN(C(=O)CSc3nc(N)cc(N)n3)C(c3ccco3)C2)cc1 (centres undefined),9%,-1%,?,4%,-1.3%,0%,/,-3%,-1,9%,16
COc1ccc(C(=O)c2ccc(N3CCOCC3)cc2)c(OC)c1,-9%,-8%,-9%,-11%,0.6%,1%,1%,-2%,-2,0%,-13
CC(C)(C)C(=O)/C=c1\s/c(=C\c2ccc(-c3ccc([N+](=O)[O-])cc3)o2)c(=O)n1CC(=O)NC(N)=O,9%,?,?,?,0.5%,5%,-1%,-14%,-12,45%,-26
CNC(=O)NC(=O)C(C)OC(=O)c1cc2c(s1)CCCCC2 (centres undefined),0%,0%,7%,0%,-0.3%,-4%,-2%,-1%,0,-5%,3
CN(C#N)c1nccc(-c2cccs2)n1,-5%,-1%,-19%,-15%,-0.5%,-5%,-1%,3%,-2,11µM*,-20
Cc1ccc2nc(Cn3cc(C(F)(F)F)ccc3=O)cc(=O)n2c1,5%,6%,-1%,-9%,0.5%,1%,1%,4%,2,15%,9
CN1Cc2ccccc2N(CC(=O)NCc2ccccc2)C1=O,1%,-8%,?,6%,0.5%,7%,-1%,0%,0,11%,-1
O=CN1Cc2ccccc2-c2ccccc2C1,0%,2%,0%,1%,0.4%,-1%,5%,0%,1,-22%,21
C=CCN1C(=O)CSc2ccc(C(=O)N3CCC(C)CC3)cc21,-1%,-6%,8%,7%,-1.2%,-2%,2%,-2%,6,10%,-9
CCC(=O)c1ccc(OCC(O)CN2CCN(S(=O)(=O)c3ccc(NC(C)=O)cc3)CC2)cc1 (centres undefined),-1%,2%,-4%,7%,-0.7%,-3%,-2%,-1%,-2,1%,-5
Cn1cnnc1SCNC(=O)C(F)(F)F,-6%,-11%,2%,12%,0.0%,0%,-1%,6%,0,13%,7
Cc1ccc(S(=O)(=O)N2[C@@H](c3ccc(F)cc3)C(C(=O)O)=CC[C@H]2c2cccc(C)c2)cc1,/,-11%,4%,/,-0.2%,5%,/,-2%,/,36%,?
COc1ccc(N2CCN(C(=O)c3ccc(CSc4ccccc4)cc3)CC2)cc1,-11%,0%,6%,-15%,0.1%,-7%,5%,-8%,2,25%,9
CCN(CC)C(=O)CSc1nnc(COc2ccccc2)n1CC,8%,-2%,23%,2%,0.4%,1%,-3%,-1%,-3,?,19

# Quoted at random: 5 records from the list, in no set order.
SMILES,PKM2 activator,PTAP TSG101 blk,Chronic BCR inh,Menin MLL FP TR,B2AR arrestin,Tb PFK inh,GALK inhibitor,S-ASM inh,Coupling enz,a7 integrin act,Giardia kill
CN1Cc2ccccc2N(CC(=O)NCc2ccccc2)C1=O,1%,-8%,?,6%,0.5%,7%,-1%,0%,0,11%,-1
CCC(=O)c1ccc(OCC(O)CN2CCN(S(=O)(=O)c3ccc(NC(C)=O)cc3)CC2)cc1 (centres undefined),-1%,2%,-4%,7%,-0.7%,-3%,-2%,-1%,-2,1%,-5
CCN(CC)C(=O)CSc1nnc(COc2ccccc2)n1CC,8%,-2%,23%,2%,0.4%,1%,-3%,-1%,-3,?,19
CN(C#N)c1nccc(-c2cccs2)n1,-5%,-1%,-19%,-15%,-0.5%,-5%,-1%,3%,-2,11µM*,-20
Cc1ccc2nc(Cn3cc(C(F)(F)F)ccc3=O)cc(=O)n2c1,5%,6%,-1%,-9%,0.5%,1%,1%,4%,2,15%,9
